Bioassay records (PubChem)
GLS inhibitor: inhibitors of human glutaminase (GLS) | O94925 | GLS enzymatic activity, qHTS titration | Potency, µM (doses to about 45.5 µM), for the others: at the highest dose activity change, negative = inhibition, hits mostly inhibitors | 410,000 tested, 0.21% active; active = well fitted inhibition curve with a large enough effect; inconclusive = small, poorly fitted or top-dose-only effect, or another doubt; inactive = no such curve, though single readings can be large or run the other way; note: potency is the fitted concentration of half-maximal effect
Target sequence (O94925 whole entry, looked up): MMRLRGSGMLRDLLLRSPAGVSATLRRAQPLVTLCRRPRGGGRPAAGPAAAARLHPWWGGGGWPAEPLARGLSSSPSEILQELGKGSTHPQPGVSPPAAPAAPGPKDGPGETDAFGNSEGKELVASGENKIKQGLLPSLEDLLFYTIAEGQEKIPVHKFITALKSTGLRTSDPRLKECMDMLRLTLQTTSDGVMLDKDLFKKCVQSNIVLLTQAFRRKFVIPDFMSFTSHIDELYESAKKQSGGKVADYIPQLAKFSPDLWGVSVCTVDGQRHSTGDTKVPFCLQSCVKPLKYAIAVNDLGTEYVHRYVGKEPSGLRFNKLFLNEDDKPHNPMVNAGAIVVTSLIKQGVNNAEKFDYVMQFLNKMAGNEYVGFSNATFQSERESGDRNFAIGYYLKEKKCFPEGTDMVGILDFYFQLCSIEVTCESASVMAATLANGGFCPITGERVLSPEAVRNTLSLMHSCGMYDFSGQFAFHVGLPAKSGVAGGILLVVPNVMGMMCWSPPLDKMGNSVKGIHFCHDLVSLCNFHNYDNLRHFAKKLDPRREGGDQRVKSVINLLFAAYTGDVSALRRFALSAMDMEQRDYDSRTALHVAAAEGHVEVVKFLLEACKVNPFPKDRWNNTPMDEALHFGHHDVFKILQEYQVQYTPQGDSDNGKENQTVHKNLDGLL
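Glutamate formation by hKGA was monitored fluorometrically using coupled glutamate oxidase, HRP and Amplex Red. Substrate was added as 1 mM L-glutamine solution; incubation was 30 min at RT after an initial read.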
PI4K2A block: blocks human PI4K2A kinase activity | purified PI4K2A, ADP-Glo luminescence, 1 h; active compounds read low | activity change, negative = inhibition, % at 76.9 µM | 420,000 tested, 0.13% active | AID 1346378; in the data active = activity change below about -50%; inconclusive = mostly about -30% to -49%;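 note: -100% = wells without enzyme as full effect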
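ADP-Glo luminescence measured ADP generated by PI4K2A enzyme (4 ug/mL before mixing) with 1.2 mM PI substrate (pre-mix) and 300 microM ATP (pre-mix). Tris pH7.5 buffer with MgCl2, Triton X-100; 1 h reaction at ambient temperature.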
An asterisk follows results filed as active; ? = inconclusive; & = joins results of further samples; [ ] = remark or other dose. Unless noted, % is set by controls: 0 for no effect and ±100 for the full control effect.

SMILES | GLS inhibitor | PI4K2A block
CN(C)c1ccc(-c2ccnc3c2CC(C)(C(=O)Nc2cccc(Oc4ccccc4)c2)O3)cc1 (centres undefined) | 10% | -19
COc1ccc(OC)c(NC(=O)C2(C)CCN2Cc2ccccc2OC(F)F)c1 (centres undefined) | 0% | 2
O=c1[nH]c(=S)[nH]c2c1C(c1ccccc1)OC(C1CCCCC1)C2 (centres undefined) | 0% | 5
c1ccc(COc2cccc(-c3cc4nc(NCc5ccc6c(c5)OCO6)ccn4n3)c2)cc1 | 2% | -6
CC1=C(C(=O)N2CCOCC2)CC(CC(=O)NC(c2ccccc2)c2ccccc2)C(=O)N1CCC1=CCCCC1 (centres undefined) | 3% | -5
CC1(C(=O)NS(=O)(=O)c2ccccc2Cl)CCN1C(=O)C1(c2ccccc2)CCCC1 (centres undefined) | -7% | -12
COc1ccccc1C(=O)N1CCCC(C)(C(=O)NS(=O)(=O)C2CC2)C1 (centres undefined) | 7% | 2
O=C1Nc2ccccc2N=C(c2ccc3c(c2)OCO3)C1N(C(=O)c1ccnc2ccccc12)c1ccccc1 (centres undefined) | -5% | 0
CC1(C(=O)NCc2ccccc2Br)CCN1Cc1c(F)cccc1F (centres undefined) | 13% | -4
CCCCC(=O)N(C)c1c(C)nc2ccc(C(=O)N3CCN(S(=O)(=O)CC)CC3)cn12 | -7% | 6

2 compounds drawn at random from those above:
SMILES | GLS inhibitor | PI4K2A block
c1ccc(COc2cccc(-c3cc4nc(NCc5ccc6c(c5)OCO6)ccn4n3)c2)cc1 | 2% | -6
COc1ccccc1C(=O)N1CCCC(C)(C(=O)NS(=O)(=O)C2CC2)C1 (centres undefined) | 7% | 2

Next part
SMILES | GLS inhibitor | PI4K2A block
OC[C@@H]1CN(Cc2ccccc2)C[C@H](n2cnc3c(NCc4ccc(F)cc4)ncnc32)O1 | -3% | -1
CCOc1ccc(Cl)cc1-c1cc(C(=O)Nc2cc(OC)c(OC)c(OC)c2)[nH]n1 | -5% | 2
Cc1nc2c(OCc3ccc(C#N)cc3)cccn2c1N(C)C(=O)CCC1CCCC1 | 4% | -8
O=C(Nc1cccc2cccnc12)c1csc([C@@H]2O[C@H](CO)[C@H](O)[C@H](O)[C@H]2O)n1 | 2% | -8
CC1(C(=O)Nc2cnc3ccccc3c2)CCN1Cc1ccc(OC(F)(F)F)cc1 (centres undefined) | -1% | -3
O=C(NCC(F)(F)F)c1[nH]c(C(F)(F)F)nc1-c1ccccc1 | 8% | 13
O=S1(=O)CC(N2CCCC2)CN1Cc1ccccc1 (centres undefined) | -3% | 3
COc1ccc(S(=O)(=O)NCc2ccc(C(=O)NCCN(C)Cc3ccccc3)cc2)cc1 | 13% | 0
COc1cccc(NC(=O)C2(C)CCN2C(C)C)c1OC (centres undefined) | -2% | -2
OC(c1ccccc1)(c1ccccc1)C1CCN(CCCOc2ccccc2)CC1 | 7% | -6&5
COC(=O)c1ccc2nc(-c3cccc(Cl)c3)c(Cc3cccc(F)c3)n2c1 | -11% | 5
COc1cccc(-c2cnc3c(NC(C)=O)cc(-c4cccc(NC(C)=O)c4)cn23)c1 | 5% | -2
Cc1ccsc1C(=O)N1CCC1(C)C(=O)NS(=O)(=O)c1ccc(Br)cc1 (centres undefined) | 11% | -8
Cc1cc(C)cc(CC(=O)N2CCC2(C)C(=O)NS(=O)(=O)c2ccc(Cl)s2)c1 (centres undefined) | 4% | -5
O=C(OCc1ccccc1)N1CCC2CC1c1ccc(N3CCN(Cc4ccc5c(c4)OCO5)CC3)cc12 (centres undefined) | 6% | -4
CCOc1ccc(-c2cc(C(=O)NCc3ccccc3)[nH]n2)c(C)c1 | 6% | -1
OC[C@@H]1CN(Cc2ccc(F)cc2)C[C@H](n2cnc3c(NCc4ccc(F)cc4)ncnc32)O1 | 3% | -3
CCOC1=C2CN(S(=O)(=O)c3ccc(C)cc3)[C@@H](c3ccc(CC)cc3)C[C@H]2[C@H]2C(=O)N(c3ccccc3)C(=O)[C@H]2C1 | 3% | 2
CCCCCCN1CCN(C2CN(Cc3cn(Cc4ccc(C)cc4)nn3)S(=O)(=O)C2)CC1 (centres undefined) | 2% | -2
COc1ccccc1Cc1c(-c2ccc(C#N)cc2)nc2c(C)cc(Br)cn12 | 18% | 2
N#CCCN(Cc1ccccc1)C(CCc1ccccc1)C(=O)NC1CCCCC1 (centres undefined) | 2% | 1
O=C(NCc1ccccc1)C1c2ccccc2OCC(=O)N1C1CC1 (centres undefined) | -6% | 0
CC(C)(C)c1ccc(C(=O)N2CCC2(C)C(=O)NS(=O)(=O)c2ccccc2Cl)cc1 (centres undefined) | 3% | -4
CC(C)N1CCC1(C)C(=O)Nc1nc2ccccc2[nH]1 (centres undefined) | 21% | -2
CC(C)NC(=O)C1(C)CCCCN1Cc1ccc(OCc2ccccc2)cc1 (centres undefined) | -5% | -1
CCc1nc2ccc(C(=O)NCCN3CCOCC3)cn2c1N(CC)CCOC | 23% | 3
CCc1ccc2c(c1)NC(=O)C2(C)Cc1ccc(Cl)s1 (centres undefined) | 5% | 5
COc1ccc(C(N)c2csc(Nc3ncccn3)n2)cc1 (centres undefined) | 15% | -8
Cc1ccc(-c2nc3c4ccccc4ccn3c2Cc2cccc(Cl)c2)cc1 | 1% | -6
Cc1cc(C(=O)N2CCC2(C)C(=O)Nc2cccc3c2CCCC3)nn1C (centres undefined) | 6% | -5
Cc1c(C(=O)NCc2ccc3c(c2)OCO3)sc(=O)n1Cc1ccc(S(=O)(=O)N(C)C)cc1 | -13% | -1
Cc1cccc(C)c1NC(=O)c1ccc2sc([C@@H]3O[C@H](CO)[C@H](O)[C@H](O)[C@H]3O)nc2c1 | -23% | 2
OC[C@@H]1CN(Cc2ccc3c(c2)OCO3)C[C@H](n2cnc3c(NC4CC4)ncnc32)O1 | 0% | 1
CCc1nc2ccc(C(=O)N(C)Cc3ccccc3)cn2c1N(C)CCCc1ccccc1 | 5% | 1
CCCCC1Cc2[nH]c(=S)[nH]c(=O)c2C(c2ccc3ccccc3c2)O1 (centres undefined) | -29% | 5
C[C@H]1CN([C@@H](C)CO)C(=O)CCCn2cc(nn2)CO[C@@H]1CN(C)C(=O)OCc1ccccc1 | 5% | 3
CC(N)c1csc(Nc2nccc(C(F)(F)F)n2)n1 (centres undefined) | 1% | -8
CC(=O)NC(c1cccc(F)c1)c1nc(-c2cccc(C(C)C)c2)cs1 (centres undefined) | 0% | -5
COc1cccc(S(=O)(=O)Nc2ccc(C(O)(C(F)(F)F)C(F)(F)F)cc2)c1 | 12% | 4
CCc1nc2ccc(C(=O)N3CCCC(C(N)=O)C3)cn2c1N(C=O)CC (centres undefined) | 5% | -6

Six of these compounds in a different format.
canonical_smiles	GLS inhibitor	PI4K2A block
OC[C@@H]1CN(Cc2ccc3c(c2)OCO3)C[C@H](n2cnc3c(NC4CC4)ncnc32)O1	0%	1
CCc1nc2ccc(C(=O)N(C)Cc3ccccc3)cn2c1N(C)CCCc1ccccc1	5%	1
CCCCC1Cc2[nH]c(=S)[nH]c(=O)c2C(c2ccc3ccccc3c2)O1 (centres undefined)	-29%	5
C[C@H]1CN([C@@H](C)CO)C(=O)CCCn2cc(nn2)CO[C@@H]1CN(C)C(=O)OCc1ccccc1	5%	3
CC(N)c1csc(Nc2nccc(C(F)(F)F)n2)n1 (centres undefined)	1%	-8
CC(=O)NC(c1cccc(F)c1)c1nc(-c2cccc(C(C)C)c2)cs1 (centres undefined)	0%	-5

Following part:
SMILES | GLS inhibitor | PI4K2A block
O=C(Nc1cccc(S(=O)(=O)N2CCCC2)c1)[C@H]1C[C@H](O)[C@@H](CO)O1 | 4% | -1
NC(Cc1ccccc1)c1csc(Nc2ccc(C(F)(F)F)cn2)n1 (centres undefined) | -3% | -4
CCc1nc2ccc(C(=O)Nc3ccc(OC)c(OC)c3)cn2c1N(C)CCC(C)C | 23% | 0
c1ccc2c(c1)ncn2-c1cncnc1 | 6% | -2
OC[C@@H]1CN(Cc2ccncc2)C[C@H](n2cnc3c(NCc4ccncc4)ncnc32)O1 | 1% | -1
COc1ccc(NC(=O)c2cc(-c3cc(F)ccc3OC)n[nH]2)cn1 | 0% | -5
COc1ccccc1Cc1c(-c2ccc(OC)c(OC)c2)nc2ccc(Cl)cn12 | -9% | -2
CCNC(=O)C1CCCN(C(=O)c2cccc(C(F)(F)F)c2)CC1 (centres undefined) | 2% | -2
COc1cc(-c2cnc3c(NC=O)cc(-c4ccc(C)cc4)cn23)cc(OC)c1OC | -4% | 2
COc1ccc(C(NC(=O)C2CCN(CCc3ccccc3)CC2)c2ccccn2)cc1 (centres undefined) | 2% | -5
CCCCN(C=O)c1c(CC)nc2ccc(C(=O)NCc3cccs3)cn12 | 0% | -3
Cc1nc(C(F)(F)F)ccc1C(=O)N1CCC1(C)C(=O)NS(=O)(=O)c1ccc2c(c1)CCO2 (centres undefined) | -3% | -3
CCCCNC(=O)C1(C)CCCCN1C(=O)c1cc2ccccc2s1 (centres undefined) | -4% | -2
CCC(c1nnnn1-c1ccc2c(c1)OCCO2)N1CCc2ccccc2C1 (centres undefined) | 34%[activator] | -1
COc1ccc(-c2cc(NC(C)=O)c3ncc(-c4ccccc4)n3c2)cc1OC | 1% | -6
CCOC(=O)Cc1ccc(Nc2nc(NC)nc3ccsc23)cc1 | 8% | -1
CC1(C(=O)NCC2CC2)CCN1C(=O)C/C=C/c1ccccc1 (centres undefined) | -2% | -1
CC1(C(=O)NS(=O)(=O)c2ccc(Cl)cc2)CCN1C(=O)CCc1ccc(Cl)cc1Cl (centres undefined) | 25% | 5
Cc1noc(C)c1-c1ccc(C(=O)NCc2cccs2)c2occc12 | -3% | -2
Cc1cn([C@H]2C[C@H](O)[C@@H](/C=C/C(=O)N3CCN(Cc4ccc(F)cc4)CC3)O2)c(=O)[nH]c1=O | 3% | 2
CC1ON=C(c2ccccn2)N(Cc2ccc(S(C)(=O)=O)cc2)C1=O (centres undefined) | ? | -4
Cn1nc(C(C)(C)C)cc1NC(=O)C1(C)CCN1C(=O)c1ccccc1CCc1ccccc1 (centres undefined) | -1% | -3
COC(=O)c1ccc2nc(-c3cccc(Br)c3)c(Cc3ccsc3)n2c1 | 2% | -6
CSc1ccc(NC(=O)C2(C)CCN2C(=O)c2ccccc2CCc2ccccc2)cc1 (centres undefined) | -6% | -3
N#C/C(=C1/SC[C@@H](c2ccc(Cl)cc2Cl)S1)n1ccnc1 | 0%&-1%&-2% | -10
Cc1ccc(-c2c(C#N)c(N)n(-c3ccccc3C)c(=O)c2C#N)cc1 | 5% | 0
O=S1(=O)CC(N2CCC(c3ccccc3)CC2)CN1C1CCCCC1 (centres undefined) | -8% | -2
Cc1ccc(S(=O)(=O)NC(=O)C2(C)CCN2C(=O)Cc2ccc(Cl)cc2Cl)cc1 (centres undefined) | 13% | -14
CCCNC(=O)C1(C)CCN1C(=O)Cc1ccc(-c2ccccc2)cc1 (centres undefined) | -2% | 4
OCc1cccc(-c2cnc3c(Nc4cccc(OC(F)(F)C(F)F)c4)nccn23)c1 | 4% | -3

Compound profiles, from the list above.
Entry for CCCNC(=O)C1(C)CCN1C(=O)Cc1ccc(-c2ccccc2)cc1 (centres undefined) → GLS inhibitor = -2%; PI4K2A block = 4
Entry for COC(=O)c1ccc2nc(-c3cccc(Br)c3)c(Cc3ccsc3)n2c1 → GLS inhibitor = 2%; PI4K2A block = -6

As a short view, part of the list above:
SMILES | GLS inhibitor | PI4K2A block
CC1ON=C(c2ccccn2)N(Cc2ccc(S(C)(=O)=O)cc2)C1=O (centres undefined) | ? | -4
Cn1nc(C(C)(C)C)cc1NC(=O)C1(C)CCN1C(=O)c1ccccc1CCc1ccccc1 (centres undefined) | -1% | -3

(continued)
SMILES | GLS inhibitor | PI4K2A block
COCCNc1nc(NCc2cccc(OC)c2OC)c2sccc2n1 | 11% | -1
CCOC(=O)C1(C)CCN1C(=O)c1cccc(Cl)c1 (centres undefined) | 3% | -10
COc1ccc(C(NC(=O)C2CCN(CCCc3ccccc3)CC2)c2cccs2)cc1 (centres undefined) | -14% | 1
COC(=O)c1ccc(CNc2ccc(C(C)=O)cc2)cc1 | 11% | 0
CCCc1ccc2ccc3ccccc3c2n1 | -8% | 4
CC(=O)Nc1cc(-c2cccc(C(=O)NCCO)c2)cn2c(-c3ccc(F)cc3)cnc12 | 3% | 1
CC(C)c1ccc(NC(=O)C2Cc3c(-c4ccccc4Oc4ccccc4)ccnc3O2)cc1 (centres undefined) | -3% | -1
CC(=O)c1cccc(NC(=O)C2(C)Cc3c(-c4cccc(C(N)=O)c4)ccnc3O2)c1 (centres undefined) | -1% | 2
COc1ccc(OC)c(NC(=O)Nc2nc(C(C)N)cs2)c1 (centres undefined) | 20% | -5
CCCCCc1c(-c2ccc(Cl)cc2)ncn1CCc1ccccc1OC | -17% | 3
CCc1ccc2c(c1)NC(=O)C2(C)Cc1ccc(C(F)(F)F)o1 (centres undefined) | 0% | 11
CC1(C(=O)Nc2ccc3c(c2)OCCO3)CCN1C(=O)C1(c2ccc(Cl)cc2)CC1 (centres undefined) | 1% | 11
CCc1nc2ccc(C(=O)NCCOc3ccc(OC)cc3)cn2c1N(C)Cc1cccs1 | 14% | 3

Not all compounds are listed; the hit share may differ from the screen's.
